ZTA counter: blocks Epstein-Barr virus ZTA, an EBNA-1 counter-screen; P03206; ZTA-DNA binding, fluorescence polarization; inhibition, % at 11 µM; 320,000 tested, 0.15% active; AID 2234; in the data active means inhibition above about 33%
Target sequence (P03206 whole entry, looked up): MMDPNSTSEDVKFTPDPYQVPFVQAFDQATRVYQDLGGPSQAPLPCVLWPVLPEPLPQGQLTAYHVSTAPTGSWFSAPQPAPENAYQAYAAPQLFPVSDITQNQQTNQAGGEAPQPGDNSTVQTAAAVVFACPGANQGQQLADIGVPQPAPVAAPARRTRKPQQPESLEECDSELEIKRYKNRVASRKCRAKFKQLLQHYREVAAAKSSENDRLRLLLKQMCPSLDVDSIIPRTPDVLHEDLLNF
pPAFAH inh: pPAFAH enzyme inhibitors, primary screen, biochemical, fluorescence polarization, human. recombinant pPAFAH, FP-rhodamine probe fluorescence polarization. Platelet-activating factor acetylhydrolase (Homo sapiens), Q13093. inhibition, % at 3.39 µM. 330,000 tested, 1.5% active. AID 463082, 2010;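 active means inhibition above the mean inhibition across the screen plus 3 SD, cut at about 25% in these data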;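 further: inhibitors block binding of the rhodamine activity-based probe so polarization drops; 0% = enzyme with DMSO and 100% = wells lacking pPAFAH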
PREPL inh: PREPL enzyme inhibitors, primary screen, biochemical, fluorescence polarization. recombinant PREPL, fluorescence polarization activity-based probe. inhibition, % at 5.96 µM. 320,000 tested, 0.68% active. AID 2751, 2010; in the data active means inhibition above about 43%;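 further: 0% = enzyme with DMSO and 100% = wells lacking enzyme; many of its hits are not listed in these tables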
Target sequence (Q4J6C6 whole entry, looked up): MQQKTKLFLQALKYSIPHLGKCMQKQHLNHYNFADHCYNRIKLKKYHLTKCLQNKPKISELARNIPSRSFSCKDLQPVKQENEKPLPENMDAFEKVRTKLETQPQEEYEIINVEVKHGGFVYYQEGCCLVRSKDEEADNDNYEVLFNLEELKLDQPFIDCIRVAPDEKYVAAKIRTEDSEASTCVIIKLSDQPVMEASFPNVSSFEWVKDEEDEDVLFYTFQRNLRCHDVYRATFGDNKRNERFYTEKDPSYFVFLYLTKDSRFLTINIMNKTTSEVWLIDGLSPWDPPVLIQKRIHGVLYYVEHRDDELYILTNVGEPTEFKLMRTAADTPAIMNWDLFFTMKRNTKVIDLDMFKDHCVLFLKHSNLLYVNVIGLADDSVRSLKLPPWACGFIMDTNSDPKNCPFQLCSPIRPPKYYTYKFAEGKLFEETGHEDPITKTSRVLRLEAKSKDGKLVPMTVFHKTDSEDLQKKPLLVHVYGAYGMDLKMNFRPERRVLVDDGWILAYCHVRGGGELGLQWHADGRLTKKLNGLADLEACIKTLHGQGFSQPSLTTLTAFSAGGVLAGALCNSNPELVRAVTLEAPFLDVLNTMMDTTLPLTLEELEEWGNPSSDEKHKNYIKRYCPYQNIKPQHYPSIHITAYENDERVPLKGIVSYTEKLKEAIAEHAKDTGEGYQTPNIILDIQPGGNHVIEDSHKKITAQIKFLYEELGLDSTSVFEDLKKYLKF
EBNA-1 inhibitor: EBNA-1 DNA-binding inhibitors, primary screen, biochemical, fluorescence polarization; AID 1950, 2009; 300,000 tested, 0.34% active; inhibition, % at 14.8 µM; in the data active means inhibition above about 28%
PAFAH2 inh: PAFAH2 enzyme inhibitors, primary screen, biochemical, fluorescence polarization, human; Platelet-activating factor acetylhydrolase 2, cytoplasmic (Homo sapiens), Q99487; recombinant PAFAH2, FP-rhodamine activity probe; inhibition, % at 3.39 µM; 340,000 tested, 0.99% active; AID 492956, 2010;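 active means inhibition above the mean over all tested compounds plus 3 SD, cut at about 30% in these data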;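 further: inhibitors block probe labeling of enzyme so polarization drops; 0% = enzyme with DMSO and 100% = wells lacking PAFAH2 protein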
PAFAH1B2 FP inh: PAFAH1B2 enzyme inhibitors, primary screen, biochemical, fluorescence polarization, human; Platelet-activating factor acetylhydrolase IB subunit alpha2 (Homo sapiens), P68402; recombinant PAFAH1B2, FP-rhodamine activity probe; inhibition, % at 3.39 µM; 340,000 tested, 1.2% active; AID 492953, 2010;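 active means inhibition above the mean of all tested compounds plus 3 SD, cut at about 24% in these data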;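 further: 0% = enzyme with DMSO and 100% = wells lacking PAFAH1B2; many of its hits are not listed in these tables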
LYPLA2 inh: LYPLA2 inhibitors, primary screen, counter-screen for PME1 inhibitor project, biochemical, fluorescence polarization, FP-Rh probe ABPP; Acyl-protein thioesterase 2 (Homo sapiens), O95372; recombinant LYPLA2; inhibition, % at 5.9 µM; 320,000 tested, 0.38% active;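 active means inhibition above the screen-wide mean plus 3 SD, limit set per campaign, cut at about 26% in these data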;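 further: 0% = LYPLA2 with DMSO and 100% = wells lacking LYPLA2 enzyme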
LYPLA1 counter: LYPLA1 inhibitors, primary screen, counter-screen for PME1 inhibitor project, biochemical, fluorescence polarization, FP-Rh probe ABPP; Acyl-protein thioesterase 1 (Homo sapiens), O75608; recombinant LYPLA1; inhibition, % at 5.9 µM; 320,000 tested, 0.16% active; AID 2174, 2009;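 active means inhibition above the mean of all tested compounds plus 3 SD, set per campaign, cut at about 14% in these data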;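 further: inhibitors block serine hydrolase probe labeling of LYPLA1 so polarization falls; 0% = enzyme with DMSO and 100% = wells lacking LYPLA1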
PAFAH1B3 inh: PAFAH1B3 enzyme inhibitors, primary screen, biochemical, fluorescence polarization, human. recombinant PAFAH1B3, FP-rhodamine probe. AID 492972, 2010. inhibition, % at 3.39 µM. Platelet-activating factor acetylhydrolase IB subunit alpha1 (Homo sapiens), Q15102. 340,000 tested, 0.28% active;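 active means inhibition above the screen-wide average of all tested compounds plus 3 SD, cut at about 25% in these data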;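 further: 0% = enzyme with DMSO only and 100% = wells lacking PAFAH1B3 protein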
* hit, by the source's call; . = no result given.

1	CCc1ccc2[nH]c(=O)c(CN(CCN(C)C)C(=O)Nc3ccccc3)cc2c1
2	Cc1nn(Cc2ccccc2)c2c1C(c1ccncc1)C(C#N)=C(N)O2 (stereo unspecified)
3	CC(=Nc1ccccc1C(F)(F)F)c1ccncc1
4	CN(C)C(=O)c1cn(-c2ccccc2)c(=O)c2ccccc12
5	CC1(C)CC(NC(=S)NC(=O)c2cc(Br)ccc2Cl)CC(C)(C)N1
6	CCc1ccc(C(=O)NNc2cc(Cl)ccc2Cl)cc1
7	CCc1nnc(NC(=O)c2ccc(COc3ccccc3)o2)s1
8	Cc1nnc(-c2ccccc2)nc1N(C)C
Compound,1,2,3,4,5,6,7,8
ZTA counter,6,-6,-4,2,-11,3,2,-1
pPAFAH inh,-1,4,0,-8,0,6,3,0
PREPL inh,-3,24,-4,-4,3,-2,-3,-1
EBNA-1 inhibitor,2,-1,-28,3,.,4,-1,-7
PAFAH2 inh,1,-5,-1,-1,3,3,9,6
PAFAH1B2 FP inh,2,-4,0,5,-1,-1,5,6
LYPLA2 inh,2,-1,4,-2,-5,0,1,2
LYPLA1 counter,3,0,-1,0,-3,-2,2,5
PAFAH1B3 inh,1,-1,15,10,-2,-4,3,6

9	O=C(COC(=O)CNS(=O)(=O)c1ccccc1)Nc1ncc(Cl)cc1Cl
10	CC1CCCCN1C(=O)CSc1nc(N)cc(=O)[nH]1 (stereo unspecified)
11	O=C(CCCN1C(=O)c2ccccc2C1=O)Nc1nc2ccccc2[nH]1
12	CCc1cccc(N(C(=O)c2csnn2)C(C(=O)NC2CCCCC2)c2ccncc2)c1 (stereo unspecified)
13	CC1(c2ccc(Cl)cc2)NC(=O)N(CC(=O)c2ccc3c(c2)OCO3)C1=O (stereo unspecified)
14	C=C[C@@H]1c2cccc(C)c2N(S(=O)(=O)c2ccc(C)cc2)[C@H](c2ccc(OC(C)=O)cc2)C1(C#N)C#N
15	Cc1ccc(/C=C/C(=O)NCc2cccs2)c(C)c1
16	COc1ccc2cc(C(=O)C3CCCN(C(=O)C4=NN(C)C(=O)CC4)C3)ccc2c1 (stereo unspecified)
Compound,9,10,11,12,13,14,15,16
ZTA counter,18,-3,5,-17,-7,.,2,-4
pPAFAH inh,19,4,3,-1,3,-4,5,1
PREPL inh,9,7,-12,0,-5,-13,1,44*
EBNA-1 inhibitor,.,-6,-6,-6,7,.,-5,-16
PAFAH2 inh,6,1,-3,0,8,-11,0,-3
PAFAH1B2 FP inh,5,7,2,0,1,-12,-2,6
LYPLA2 inh,1,-4,4,13,5,.,-5,8
LYPLA1 counter,0,1,1,-2,-5,.,-2,3
PAFAH1B3 inh,3,5,-1,5,4,-3,3,8

17	CCOc1c2ccc(C(=O)NC3CCCc4ccccc43)cc2nn1C (stereo unspecified)
18	COc1cc(C2CC(=O)Nc3cc(C)c(C)cc32)cc(OC)c1OC (stereo unspecified)
19	O=C(NC(=S)NC1CCCc2ccccc21)c1ccco1 (stereo unspecified)
20	O=C(COC(=O)CCC(=O)c1ccccc1)NCCc1ccccc1
21	C=CCCC(=O)N1CCCC(C(=O)c2cccc(OC)c2)C1 (stereo unspecified)
22	COc1ccc(CN(C)S(=O)(=O)c2nnc(NC(=O)c3cccc(F)c3)s2)cc1OC
23	CN1CCN(C(=S)NC(=O)c2ccccc2Br)CC1
24	CSCCC1NC2(C(=O)Nc3ccc(Cl)cc32)[C@@H]2C(=O)N(C3CCCC3)C(=O)[C@H]12 (stereo partly specified)
Compound,17,18,19,20,21,22,23,24
ZTA counter,-1,-7,0,-9,-4,12,7,1
pPAFAH inh,6,1,10,11,4,7,2,16
PREPL inh,0,16,6,-7,6,2,-1,-3
EBNA-1 inhibitor,-3,4,-9,-7,-10,4,5,10
PAFAH2 inh,1,3,0,1,-8,-4,-5,.
PAFAH1B2 FP inh,3,5,1,-4,-2,-3,-4,.
LYPLA2 inh,7,3,0,6,-2,5,-5,0
LYPLA1 counter,4,0,-1,1,-2,-4,0,0
PAFAH1B3 inh,2,12,-1,5,4,1,-3,.

25	CC1(C(=O)NCc2cccnc2)CCC(=O)N1Cc1cccs1 (stereo unspecified)
26	CCCc1nn2c(=O)cc(CSCC(=O)Nc3ccc(F)cc3)nc2s1
27	COc1cccc(N(C(=O)Cn2nnc(-c3cccs3)n2)C(C(=O)NC(C)C)c2ccc(C)o2)c1 (stereo unspecified)
28	COc1cccc(C(=O)CSc2nnc(COc3cccc4cccnc34)o2)c1
29	CCC(=O)c1ccc(OCc2ccc(C#N)cc2)cc1
30	COc1ccc(CN(C(=O)c2oc3ccccc3c2C)C2CCS(=O)(=O)C2)cc1OC (stereo unspecified)
31	COc1ccc(/C=N/n2c(-c3ccc(C)cc3)n[nH]c2=S)cc1OC
32	COc1ccc(C(=O)NCc2nnc(SCC(=O)NCc3ccco3)o2)cc1
Compound,25,26,27,28,29,30,31,32
ZTA counter,5,-21,2,1,-8,-11,2,-2
pPAFAH inh,-4,-1,4,4,-2,0,6,6
PREPL inh,-3,-2,4,-6,6,-33,-26,26
EBNA-1 inhibitor,16,4,2,3,-22,-9,5,-2
PAFAH2 inh,-5,-5,0,-3,12,-2,-2,3
PAFAH1B2 FP inh,3,-7,2,-1,0,3,3,2
LYPLA2 inh,4,6,2,8,0,4,5,-4
LYPLA1 counter,1,-2,-3,3,-5,-3,-4,-5
PAFAH1B3 inh,2,4,2,1,4,-5,3,-2

33	CCOC(=O)c1cncc(C#CCOC(=O)Nc2ccc(OC(F)(F)F)cc2)c1
34	COc1ccc(CCN(Cc2cc3cc(C)c(C)cc3nc2Cl)C(=O)C2CC2)cc1
35	O=C1CCCc2oc3c(cc(NS(=O)(=O)c4ccc5c6c(cccc46)C(=O)N5)c4ccccc43)c21
36	O=C1C=C(c2ccccc2)OC(c2ccccc2)O1 (stereo unspecified)
37	COc1ccc(-c2nc(-c3ccccc3)nc(Cl)c2C#N)cc1
38	CC(C)(C)c1ccc(Cn2cnc(-c3ccc([N+](=O)[O-])cc3)c2)cc1
39	COc1cc(NC(=O)CN(C)S(=O)(=O)c2ccc(C)cc2)cc(OC)c1
40	CCN(CC)C(=O)c1cc(-c2ccccc2OC)on1
Compound,33,34,35,36,37,38,39,40
ZTA counter,-5,-8,-17,-6,16,-13,-6,-1
pPAFAH inh,0,-1,9,9,2,7,7,7
PREPL inh,1,1,-4,4,-1,12,1,25
EBNA-1 inhibitor,5,1,1,-2,7,-3,2,-7
PAFAH2 inh,-4,3,-24,4,-3,8,-21,-7
PAFAH1B2 FP inh,-1,3,-11,2,1,-2,-9,0
LYPLA2 inh,-2,5,-29,8,4,-5,4,6
LYPLA1 counter,-5,2,-23,-1,-1,-5,0,1
PAFAH1B3 inh,14,2,-13,7,4,1,-15,5

41	Cc1ccc(NC(=S)NNc2ccc([N+](=O)[O-])cc2S(=O)(=O)Nc2ccccc2C(=O)O)cc1C
42	C=CCSc1nc2ccccc2c2nc(-c3ccccc3)nn12
43	CCCN(CCC)S(=O)(=O)c1ccc(C(=O)OCCN2C(=O)c3cccc4c(N5CCOCC5)ccc(c34)C2=O)cc1
44	Cc1cc(C)c2nc(N(CCCN(C)C)C(=O)c3ccc(S(=O)(=O)N4CCCCCC4)cc3)sc2c1
45	COc1ccc(OC)c2[nH]c(=O)c(CCNC(=O)CC(C)C)cc12
46	CCN(CC)CC(=O)N1N=C(c2cccs2)CC1c1ccco1 (stereo unspecified)
47	COc1ccc(N/N=C/c2c(C(=O)O)ccc3ccccc23)cc1
48	O=C(COc1ncnc2ccc(Br)cc12)NCc1ccco1
Compound,41,42,43,44,45,46,47,48
ZTA counter,15,0,-15,24,11,-6,14,9
pPAFAH inh,29*,-5,8,-7,1,7,19,2
PREPL inh,17,4,1,-8,-4,-16,14,-4
EBNA-1 inhibitor,-7,4,8,-16,-5,-18,7,7
PAFAH2 inh,38*,-5,3,2,-5,-2,12,7
PAFAH1B2 FP inh,25*,-12,-5,1,-1,-3,7,4
LYPLA2 inh,-5,6,0,2,-2,1,-7,1
LYPLA1 counter,-8,0,-2,-1,1,3,-11,3
PAFAH1B3 inh,18,6,1,8,8,0,14,3

Given with two lines to a compound: entries from further up.
Below each SMILES – ZTA counter	pPAFAH inh	PREPL inh	EBNA-1 inhibitor	PAFAH2 inh	PAFAH1B2 FP inh	LYPLA2 inh	LYPLA1 counter	PAFAH1B3 inh
#43 CCCN(CCC)S(=O)(=O)c1ccc(C(=O)OCCN2C(=O)c3cccc4c(N5CCOCC5)ccc(c34)C2=O)cc1
  -15	8	1	8	3	-5	0	-2	1
#44 Cc1cc(C)c2nc(N(CCCN(C)C)C(=O)c3ccc(S(=O)(=O)N4CCCCCC4)cc3)sc2c1
  24	-7	-8	-16	2	1	2	-1	8
#45 COc1ccc(OC)c2[nH]c(=O)c(CCNC(=O)CC(C)C)cc12
  11	1	-4	-5	-5	-1	-2	1	8
#46 CCN(CC)CC(=O)N1N=C(c2cccs2)CC1c1ccco1 (stereo unspecified)
  -6	7	-16	-18	-2	-3	1	3	0
#47 COc1ccc(N/N=C/c2c(C(=O)O)ccc3ccccc23)cc1
  14	19	14	7	12	7	-7	-11	14

Following part:
49	COc1cc(/C=N/NC(=O)c2cccnc2)ccc1OS(=O)(=O)c1cc(C)ccc1C
50	COC(=O)c1c(C(=O)OC)c(-c2cccc(C)c2)n2c1CS(=O)C2 (stereo unspecified)
51	O=C(NCCc1cccc(F)c1)C1CCN(S(=O)(=O)c2ccc(F)cc2)CC1
52	CC(=O)Nc1ccc(NC(=O)C(C)NC(C)c2cccc3ccccc23)cc1 (stereo unspecified)
53	COc1ccc(CNC(=O)c2c(O)c3ccccc3n(C)c2=O)cc1OC
54	COc1ccc(-c2csc(NC(=O)c3c(C)noc3C)n2)cc1
55	COc1cc2c(cc1OC)-c1cc(NC3CCCCC3)nc(=O)n1CC2
56	CC(CN1CCN(C/C=C/c2ccccc2)CC1)c1ccccc1 (stereo unspecified)
Compound,49,50,51,52,53,54,55,56
ZTA counter,-3,-11,-9,-9,17,-4,-2,-8
pPAFAH inh,-12,2,4,1,8,0,13,1
PREPL inh,-41,-8,11,-18,-2,-3,5,10
EBNA-1 inhibitor,-7,-17,7,-6,0,.,2,-11
PAFAH2 inh,-23,2,2,0,-12,3,27,-4
PAFAH1B2 FP inh,-19,1,11,-3,2,0,0,6
LYPLA2 inh,-31,4,3,-2,2,-4,-5,7
LYPLA1 counter,-32,4,-3,-2,-1,-3,1,6
PAFAH1B3 inh,-19,3,1,6,-4,3,2,-3

57	CN(c1ccc(O)cc1)S(=O)(=O)c1ccc2ccccc2c1
58	CC(C)(C)n1ncc2c(=O)n(Cc3ccccc3Br)cnc21
59	Cc1ccccc1-c1ocnc1C(=O)Nc1ccccc1NC(=O)c1ccccn1
60	NS(=O)(=O)c1ccc(CCNC(=O)C2(S(=O)(=O)c3ccc(Cl)cc3)CC2)cc1
Compound,57,58,59,60
ZTA counter,3,4,-9,-7
pPAFAH inh,-1,0,5,4
PREPL inh,-11,17,9,2
EBNA-1 inhibitor,-13,.,-17,5
PAFAH2 inh,-3,4,12,5
PAFAH1B2 FP inh,8,4,2,2
LYPLA2 inh,-9,4,0,4
LYPLA1 counter,-6,0,-1,0
PAFAH1B3 inh,-5,-1,6,7

Screens (PubChem)

Not all compounds are listed. The share of hits here may be higher or lower than overall.
